Source: PubChem (several laboratories)
V-ATPase pH: regulators of yeast V-ATPase proton transport | S. cerevisiae, pHLuorin cytosolic pH fluorescence | response, % at 10 µM | 350,000 tested, 0.37% active | AID 504577; in the data active = response mostly above about 7.3%, no sharp cut-off; inactive = mostly below about 5.4%; note: actives read high; inactives centre near 0; some compounds called inactive have numbers as strong as hits; reference of the scale not given here
OPRM1-OPRD1 ag: agonists of human mu-delta opioid receptor heterodimerization | activation, % at 9.3 µM | 340,000 tested, 0.3% active | cells, OPRM1-OPRD1 heterodimerization, luminescence; in the data active = activation above about 18%;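 note: 0% = vehicle-treated cells and 100% = reference agonist; values of inactives mirror those of a sister screen read the other way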
Target sequence (P35372 whole entry, looked up): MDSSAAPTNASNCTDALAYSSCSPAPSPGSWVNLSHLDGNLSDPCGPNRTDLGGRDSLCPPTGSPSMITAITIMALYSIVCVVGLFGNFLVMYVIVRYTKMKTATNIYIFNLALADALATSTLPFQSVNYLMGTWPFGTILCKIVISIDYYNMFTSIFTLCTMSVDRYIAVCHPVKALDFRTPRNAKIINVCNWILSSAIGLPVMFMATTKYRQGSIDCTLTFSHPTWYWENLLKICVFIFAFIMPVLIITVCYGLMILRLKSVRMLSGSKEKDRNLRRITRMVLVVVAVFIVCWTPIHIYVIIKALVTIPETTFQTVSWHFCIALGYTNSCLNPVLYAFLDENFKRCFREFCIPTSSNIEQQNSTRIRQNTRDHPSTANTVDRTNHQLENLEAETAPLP
Target sequence (P41143 whole entry, looked up): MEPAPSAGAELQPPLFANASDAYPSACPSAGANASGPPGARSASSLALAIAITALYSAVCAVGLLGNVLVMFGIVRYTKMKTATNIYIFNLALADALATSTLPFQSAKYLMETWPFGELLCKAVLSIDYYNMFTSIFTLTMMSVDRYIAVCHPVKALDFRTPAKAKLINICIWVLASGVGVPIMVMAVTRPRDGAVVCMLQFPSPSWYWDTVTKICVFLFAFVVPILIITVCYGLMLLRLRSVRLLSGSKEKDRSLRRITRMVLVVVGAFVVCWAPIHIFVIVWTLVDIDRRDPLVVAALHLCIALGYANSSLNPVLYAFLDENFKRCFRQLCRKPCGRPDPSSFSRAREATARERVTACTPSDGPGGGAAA
Cardiac RTF inh: cardiac RTF calcium desensitization; P19429+P45379; IANBD-labeled cardiac RTF, Ca2+ fluorescence; inhibition, % at 7.15 µM; 340,000 tested, 0.12% active; AID 493244;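 active = inhibition above the mean inhibition of all tested compounds plus 3 SD, cut at about 17% in these data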;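 note: assay run at fixed EC70 calcium of 1.6 mM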
Arrestin-AP2 inh: human beta-arrestin and AP2 interaction inhibition | FITC-arrestin peptide / GST-AP2 beads, flow cytometry; AP2 beta2 appendage carries R879A mutation | inhibition, % at 10 µM | 340,000 tested, 0.31% active;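 active = inhibition above a set limit, near 3 SD of compounds lacking own fluorescence, cut at about 54% in these data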;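 note: plate controls were DMSO wells for no effect and 5 µM unlabelled arrestin peptide for full effect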
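System: GST-tagged AP2 beta2-adaptin appendage (R879A) on 4 µm glutathione beads / Reagent: FITC-arrestin peptide, 50 nM / Detection: HyperCyt-sampled flow cytometry, FL1 channel, ex 488/em 535 nm / Timing: 12 min plus 1 h, RT / Buffer or medium: PBS plus Tween 20 (0.05%) and BSA (0.1%)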
OPRM1-OPRD1 inv: mu-delta opioid heterodimer inverse agonism | P35372+P41143 | cell-based MOR-DOR heterodimer luminescence | inhibition, % at 9.3 µM | 340,000 tested, 0.21% active; in the data active = inhibition above about 22%, passing the limit was not always enough;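 note: 0% = cells with DMSO and 100% = wells without cells with DMSO; values of inactives mirror those of a sister screen read the other way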
Wnt act: Wnt/beta-catenin pathway activation; Wnt/beta-catenin reporter cell assay, activator, plate reader; activation, % at 9.35 µM; 300,000 tested, 1.2% active; in the data active = activation above about 30%, passing the limit was not always enough; inconclusive = no clear call, values can overlap the other calls;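 note: 0% = neutral control wells and 100% = positive control wells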
LANA DNA inh: inhibitors of KSHV LANA C-terminal domain DNA binding | MBP-C-LANA/FAM-LBS DNA binding, fluorescence polarization | inhibition, % at 9 µM | 340,000 tested, 0.078% active;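 active = highest replicate inhibition at or above 60% at 9 µM, even if other replicates fall short; inactive = all replicates below 60% inhibition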;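 note: 0% = neutral control wells and 100% = 4 µM acridine orange control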
DSG3 Ab inh: blocks pemphigus antibody binding to human desmoglein-3; P32926; DSG3-coupled beads, scFv-anti-DSG3-GFP binding, flow cytometry; hits give low values; binding (percent of control), % at 10 µM; 310,000 tested, 0.48% active;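 active = binding more than 3 SD below its plate's average and above zero; inconclusive = below that plate limit but binding exactly zero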;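 note: hits lower antibody fragment binding to DSG3; some compounds called inactive have numbers as strong as hits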
Keap1-Nrf2 PPI: Keap1-Nrf2 (human) interaction inhibition; Keap1 Kelch-Nrf2 peptide fluorescence polarization, 1536-well; inhibition, % at 9.4 µM; 340,000 tested, 0.15% active; AID 504523; in the data active = inhibition above about 12%; inconclusive = no clear call, values can overlap the other calls; inactive = below about 7.3%;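 note: human Keap1 Kelch domain with fluorescein labeled Nrf2 9mer peptide probe; 0% = neutral control wells and 100% = peptide positive control; higher means more block of Keap1 binding to Nrf2 peptide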
cardiac RTF act: cardiac RTF calcium sensitization; P19429+P45379; IANBD-labeled TnC RTF fluorescence at EC20 calcium; 0% EC20 calcium, 100% full calcium; activation, % at 7.2 µM; 340,000 tested, 0.24% active; AID 493008;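 active = activation above the mean over all tested compounds plus 3 SD, cut at about 30% in these data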;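 note: rise in fluorescence read as greater calcium sensitivity of cardiac thin filaments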
* marks the source's active call; other numbers are inactive results; ? = inconclusive; · = no result given; & = joins results of further samples. Compounds were not picked by outcome; about 3.1% have a hit in one of these screens.

SMILES	V-ATPase pH	OPRM1-OPRD1 ag	Cardiac RTF inh	Arrestin-AP2 inh	OPRM1-OPRD1 inv	Wnt act	LANA DNA inh	DSG3 Ab inh	Keap1-Nrf2 PPI	cardiac RTF act
CS(=O)(=O)c1ccc(C(=O)NNC(=O)c2cc(-c3ccccc3)n[nH]2)cc1	2	-2.6	8	-26	14	-1	0.0	96	-2	-4
CCOC(=O)c1nnn(-c2nonc2-n2cccc2)c1C	1	-2.0	-3	-11	8	-2	0.7	113	-5	1
CN(CC(=O)Nc1ccccc1N1CCOCC1)CC(=O)Nc1ccc(F)c(F)c1F	0	-0.5	-3	-5	3	-10	0.2	83	-4	-4
Cc1cccc(NC(=O)CNC(=O)CN2C(=O)NC3(CCc4ccccc43)C2=O)c1C (centres undefined)	5	-2.1	12	-4	10	-2	-0.1	104	-4	0
O=C(CNC(=O)C(c1ccccc1)c1ccccc1)N/N=C/c1cccnc1	0	·	·	8	·	4	-0.5	90	1	·
C#Cc1ccc([C@H]2C=C(C(=O)N3CCN(Cc4ccccc4)CC3)O[C@@H](OCC)[C@@H]2CCCO)cc1	1	-0.1	1	11	1	-2	0.9	104	2	-4
COC(=O)Cn1nnc(-c2cccc(OC)c2)n1	1	0.9	15	-7	-6	0	-0.1	97	-1	2
Cc1ccc(S(=O)(=O)NCCC(=O)Nc2ccncc2)cc1C	-4	-3.0	-4	2	16	-1	-0.3	95	1	-1
Cc1ccc(C2=NOC(C)(c3nnc(-c4cccc(Cl)c4)o3)C2)cc1 (centres undefined)	3	-2.5	-19	17	14	0	0.4	99	-3	-3
O=C(CCC1CCCCC1)Nc1cccnc1	-1	-0.3	3	3	2	·	-1.3	91	-7	2
O=C(Nc1ccc(S(=O)(=O)N2CCc3ccccc32)cc1)C(F)(F)F	-2	2.7	1	2	-12	-2	2.1	81	5	-3
CCn1c2ccccc2c2nnc(SCC(=O)Nc3ncccn3)nc21	-2	-3.4	-2	-7	16	·	0.0	104	-3	-2
Cc1ccc(NC(=O)/C(C#N)=N/Nc2ccc(C(=O)O)cc2)c(C)c1	3	-1.6	-5	8	9	44*	-0.8	99	-3	0
CSCCC(NC(=O)c1ccc(Cl)cc1Cl)C(=O)NCc1ccncc1 (centres undefined)	0	-1.1	-8	4	6	1	-0.8	·	-2	11
Cc1nn(Cc2ccc(Cl)cc2Cl)c(C)c1NC(=O)NC12CC3CC(CC(C3)C1)C2	6	-0.5	3	4	3	0	1.6	·	-1	0
C/C(=N\NC(=O)c1cc(-c2ccncc2)nc2ccccc12)c1ccc(OC(F)F)cc1	-2	-0.1	-8	-4	1	-1	-1.0	102	-3	5
Cc1ccc(C(C)C)c(OCC(=O)Nn2c(=O)[nH]c3ccccc3c2=O)c1	1	-1.8	3	9	9	-2	4.0	·	3	1
O=C(/C=C/c1cccc(Cl)c1Cl)OCC(=O)N1CCOCC1	3	-1.1	-5	0	7	4	-0.5	100	-3	-5
Cc1ccc(N=C(N)N=C(N)N)cc1	-1	-2.6	-5	-13	13	4	0.0	106	-3	0
CCOC(=O)CCc1c(C)nc(SCC(=O)O)c(C#N)c1C	-4	-2.4	-7	16	15	-6	-0.4	105	-1	1
Cn1c(SCC(=O)Nc2ccccc2Br)nnc1-c1cnccn1	0	-4.7	-3	-3	23	0	0.2	100	2	-1
O=C(CN(C(=O)CNC(=O)c1cccs1)c1cccc(F)c1)NC1CCCCC1	-7	3.7	-4	10	-23	-1	-0.6	96	0	-4
CCNc1nc(NCC)nc(N2CC(=O)N(CC(=O)OCC)C2=N)n1	-1	-1.2	-15	29	7	·	-0.6	97	-9	3
O=S(=O)(Cc1ccc(Cl)cc1)NCc1cccnc1	-4	·	·	11	·	-1	·	103	·	·
COc1cccc(C(=O)N/N=c2\oc3c(OC)cccc3cc2C(=O)NCc2ccccc2)c1	0	-1.5	1	0	8	1	-0.5	102	-3	3
COc1cccc(/C=C/C(=O)OCC(=O)c2c(N)n(C)c(=O)n(C)c2=O)c1	7	-4.5	-5	0	17	3	0.5	100	-3	3
COc1ccc(/C=N/n2cc(-c3ccccc3)nc2N)cc1	1	-0.4	-4	12	2	8	1.3	102	-1	4
CCC(=O)N/N=C(\C)CC(=O)Nc1ccc2ccccc2c1	-4	-0.9	-2	3	5	-8	1.3	110	-6	2
CN(C)CCn1c(N)nc2ccccc21	-6	·	2	-10	·	1	-0.3	76	-4	7
CCOc1ccc(Nc2cc(Nc3ccccc3OCC)nc(C=C(C#N)C#N)n2)cc1	-6	-2.8	-11	0	14	0	-4.9	103	-5	-3
Cc1n[nH]c(=O)c2c(NC(=O)CSc3nn(-c4ccccc4)c(=S)s3)oc(C)c12	2	-1.4	-4	-12	9	-2	1.1	106	-4	-2
c1ccc(Nc2ccccn2)cc1	3	-0.3	-5	-1	2	1	1.7	·	2	0
Nn1c(SCC(=O)N2CCCc3ccccc32)nncc1=O	2	-1.3	-3	0	6	17	-0.3	114	1	-1
Cc1ccccc1OCC(=O)Nc1cccc(S(=O)(=O)NC2=NCCC2)c1	-2	-3.4	4	-1	13	4	-0.3	97	3	5
Cc1c(CCO)c(=O)[nH]n1S(=O)(=O)c1ccc(F)cc1	-1	-3.8	13	16	19	0	-0.5	114	-2	0
O=C(NC1CCCCC1)c1cc(S(=O)(=O)N2CCCCC2)ccc1N1CCOCC1	-5	-1.1	4	33	5	-1	-0.3	107	-2	-2
COc1cc(OC)cc(C(=O)N[C@H](C(=O)OCC(=O)Nc2ccc3c(c2)OCO3)C(C)C)c1	3	-1.5	0	30	8	4	2.0	125	-2	-2
CCOc1ccc(C(=O)CSc2nnc(C3CC3)n2C)cc1	-1	0.4	-6	13	-2	0	-2.5	86	-5	3
CCOC(=O)C1=C[C@]2(CC)CCCN3CCc4c(n1c1ccccc41)[C@@H]32	3	-1.2	-1	20	7	-1	-0.4	75*	-4	1
O=C(NCCCO)c1cc2ccccc2[nH]1	2	-0.9	2	2	5	0	-2.2	106	-1	-4
O=C(NC1CC1)C1=C[C@@H](c2c[nH]c3ccccc23)C[C@@H](OCc2ccc(CO)cc2)O1	-4	3.6	-1	10	-17	-2	-1.8	124	-9	-1
CCC(=O)Nc1c(C(=O)N2CCCCCC2)cnn1-c1ccc(C)c(C)c1	2	0.1	-2	-10	-1	·	-0.6	103	-4	-2
COc1ccc(/C=N/NC(=O)c2nnn(-c3nonc3N)c2-c2cccs2)cc1OC	-1	-0.4	3	2	2	?	-1.5	100	-2	-6
COc1ccccc1C1c2ccc3ccccc3c2Oc2ncn(CCN(C)C)c(=N)c21 (centres undefined)	-1	3.2	1	-1	-14	-6	-1.6	102	3	-2
COC(=O)c1nnn(-c2cc(Cl)cc(Cl)c2)c1C(=O)OC	2	-2.4	4	-6	12	-1	-0.7	·	-7	-1
O=C(NCc1cccs1)C1CCCN1C(=O)Nc1ccc(F)cc1 (centres undefined)	-1	-3.4	-6	-6	18	-4	0.4	102	-3	-3
CCOC(=O)C1CCCN(C(=S)NC(=O)c2cc(Br)ccc2Cl)C1 (centres undefined)	-2	0.1	3	31	-1	6	-1.4	104	5	0
COc1ccc(-c2onc3ccc(Cl)cc23)cc1	-1	5.3	-7	-12	-30	1	2.0	89	0	-5
CCOC(=O)c1ccccc1NC(=O)c1ccc(N(C)S(C)(=O)=O)cc1	4	-1.2	-7	1	7	-3	-0.2	101	-5	7
CCN(CC(=O)Nc1c(F)cccc1F)C(=O)CNC(=O)COc1ccccc1	4	-0.8	-3	14	4	0	0.9	122	-6	18

Carrying on.
SMILES	V-ATPase pH	OPRM1-OPRD1 ag	Cardiac RTF inh	Arrestin-AP2 inh	OPRM1-OPRD1 inv	Wnt act	LANA DNA inh	DSG3 Ab inh	Keap1-Nrf2 PPI	cardiac RTF act
O=[N+]([O-])c1cc([N+](=O)[O-])c2c(=Nc3ccccc3)n(-c3ccccc3)n(O)c2c1	1	11	3	23	-62	0	0.0	95	-4	4
COc1ccc(N2C(=O)CC(S/C(N)=N/N=C(\C)c3cccs3)C2=O)cc1 (centres undefined)	-2	-2.6	-15	28	16	-7	-1.7	103	1	-10
Cc1ccccc1OCC(=O)Nc1c2c(nn1C(C)(C)C)CS(=O)(=O)C2	-4	-3.1	-1	12	17	1	-3.3	·	-5	-3
NC(=O)C1CCCN1 (centres undefined)	-3	-2.2	-4	-1	11	-2	0.5	96	-2	-2
CCn1c(C)nc2cc(S(=O)(=O)Nc3ccc(C)cc3)ccc21	3	1.8	-12	-31	-9	-1	0.8	99	-1	10
CCN(Cc1ccncc1)C(=O)c1ccc(C)o1	0	-2.5	-5	1	13	-3	-0.3	·	-4	-1
CC(c1ccc(F)cc1)n1cc(C(=O)NCCN(C)C)nn1 (centres undefined)	0	-2.1	-3	1	10	·	0.6	105	-2	2
Cc1ccc(Nc2nnc(SCC(=O)Nc3ccc(S(=O)(=O)N4CCOCC4)cc3)s2)cc1	4	0.4	-2	8	-2	8&10	0.2	96	0	0
CCOC(=O)C1=C(C)NC(=O)NC1	1	-2.1	1	5	9	·	-1.3	114	0	0
Cc1ccc(/C=N\NC(=O)C2COc3cc4ccccc4cc3O2)o1 (centres undefined)	0	0.4	-1	22	-2	·	-0.9	95	-1	-4

Quoted from the listing.
DSG3 Ab inh with `CCn1c(C)nc2cc(S(=O)(=O)Nc3ccc(C)cc3)ccc21` is entered as 99
Cardiac RTF inh with `Cc1ccc(/C=N\NC(=O)C2COc3cc4ccccc4cc3O2)o1` (centres undefined) is entered as -1

Continuation.
SMILES	V-ATPase pH	OPRM1-OPRD1 ag	Cardiac RTF inh	Arrestin-AP2 inh	OPRM1-OPRD1 inv	Wnt act	LANA DNA inh	DSG3 Ab inh	Keap1-Nrf2 PPI	cardiac RTF act
Cc1ccc(NC(=S)N2CCN(S(=O)(=O)c3ccc(C)cc3)CC2)cc1	0	-0.9	-11	9	5	1	0.8	102	3	2
O=C(Nc1ccc(N2CCOCC2)cc1N1CCOCC1)c1cccs1	2	-3.2	-10	-2	17	16	0.0	·	0	-1
O=c1[nH]cnc2c1ccn2C1OC(CO)C(O)C1O (centres undefined)	1	-2.9	0	-5	15	-2	-1.6	·	-4	1
Cc1ccc(-n2c(=O)c(C#N)cc3c(=O)n4ccccc4nc32)cc1	2	-1.2	5	4	7	·	-1.4	127	-2	4
COc1ccc(CN2CCN(C(=O)c3c(-c4ccccc4)noc3C)CC2)cc1F	1	-3.2	9	30	13	-1	0.7	101	0	3
CNC(=O)c1[nH]cnc1C(=O)Nc1cccc(Cl)c1	-2	-1.4	-7	-5	8	10	-1.9	100	1	2
Cc1ccc(N/C=C/c2onc(C)c2[N+](=O)[O-])cc1	1	1.1	1	-7	-6	40*	-1.7	103	-3	-2
NC(=O)CC(NC(=O)c1ccc(Br)cc1)c1ccc(N2CCN(c3ccccc3)CC2)c([N+](=O)[O-])c1 (centres undefined)	-2	-0.6	-15	-3	3	-1	0.5	107	-3	-8
COC(=O)c1ccccc1NC(=O)C1CC(=O)N(c2ccc(C)cc2)C1 (centres undefined)	-2	-2.0	-2	-4	11	1	-0.5	95	5	-2
